# TSHR antag: human thyrotropin receptor antagonism | P16473 | 330,000 tested, 0.2% active | TSHR-expressing cells, TSH-stimulated cAMP HTRF, 2 h; stronger effect = lower value | activity change, negative = inhibition, % at 11.5 µM | AID 504810;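 active means activity change below a set negative limit, meaning inhibition stronger than a set level, cut at about -70% in these data; inconclusive means activity change between two set negative limits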; further: on the % scale 0 is the no-effect control and ±100 the full control effect
#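 TSHR-expressing cells were treated with compounds, then stimulated with TSH at EC80 (4nM final) for 2 hours at 37 deg C. Cellular cAMP was measured by HTRF competition between lysate cAMP and cAMP-d2 for a cryptate-labelled anti-cAMP antibody.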
# Menin-MLL TR inh: menin-MLL binding inhibition, Texas Red mutant peptide | Menin + Texas Red MLL mutant peptide, fluorescence polarization | Potency, µM (series often up to 61.6 µM), for the others: top-dose FP activity change, negative = inhibition, most hits filed as inhibitors | O00255 | 270,000 tested, 0.23% active; active means well fitted inhibition curve with a large enough effect in the polarisation, with a control signal flat, not every such curve was filed as active; inconclusive means small, poorly fitted or top-dose-only effect, or effect the other way, or a change in a side signal; inactive means no such curve, though single readings can be large or run the other way; the % refers to the polarisation; further: potency means the concentration at half of the fitted maximal effect; % of control where 0% means no effect; many of its hits are not listed in these tables
# Eya2 inh: Eya2 (human) phosphatase inhibition | Potency, µM (doses to about 76.9 µM), inactives show at the top dose activity, negative = inhibition, hits mostly inhibitors | recombinant Eya2, OMFP fluorescence dephosphorylation (OMFP is methylfluorescein phosphate) | O00167 | 330,000 tested, 0.006% active; further: potency means the concentration at half of the fitted maximal effect; on the % scale 0 is the no-effect control and ±100 the full control effect
#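 Eya2 (0.2 uM) preincubated 10 min at ambient with compound, then OMFP substrate added at 50 uM; 10 min reaction in 50 mM HEPES pH 7.5, 50 mM NaCl, 5 uM MgCl2, 0.05% BSA, 1 mM DTT. Fluorescence read at Ex 485/Em 525 nm.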
# Chronic BCR inh: inhibitors of chronic active B-cell receptor signaling; AID 493014; 340,000 tested, 0.05% active; Potency, µM (top dose mostly 46.1 µM), without a hit: at the highest dose ratio change, negative = lower green/red ratio, actives largely listed as inhibitors; ABC-DLBCL IkBa-CBG/CBR reporter, luminescence ratio, 4 h; active means well fitted inhibition curve with a large enough effect in the signal ratio, with a control signal flat, not every such curve was filed as active; inconclusive means small, poorly fitted or top-dose-only effect, or effect the other way, or a change in a side signal; the % refers to the signal ratio;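 further: potency means the concentration at half of the fitted maximal effect; plate controls were basal doxycycline-induced cells for no effect and cells given 10 µM MG132 for full effect; MG132 reads +100%, hits lower the ratio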
#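 Compounds up to 46 uM were incubated four hours with TMD8 cells whose green CBG68 luciferase is fused to IkappaBalpha; red CBR luminescence normalised the signal, and concentration-effect curves were fitted to fusion, red and ratio data.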
# GALK inh: blocks human galactokinase activity; P51570; Purified GALK, Kinase-Glo residual ATP luminescence; Potency, µM (top dose mostly 57.5 µM), for the others: top-dose activity change, negative = inhibition, usual class: inhibitors; 270,000 tested, 0.007% active; AID 1868; further: potency means the concentration at half of the fitted maximal effect; on the % scale 0 is the no-effect control and ±100 the full control effect
#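 Luminescence from leftover ATP (Ultra-Glo luciferase/luciferin) served as read-out after a 1 h room-temperature reaction of 5 nM GALK with 35 uM ATP and 100 uM galactose.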
# PKM2 activator: activators of human pyruvate kinase M2; purified PKM2, Kinase-Glo ATP luminescence, activation; response scale: 0% is enzyme alone, no compound; P14618; AID 1631; 260,000 tested, 0.34% active; Potency, µM (highest dose often 57.5 µM), inactives show top-dose activation, actives largely listed as activators; further: potency means the concentration at half of the fitted maximal effect; on the % scale 0 is the no-effect control and ±100 the full control effect; nearly all actives have a fitted effect of over 55% in size
#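 hPK-M2, >95% pure; 0.1 mM ADP / 0.5 mM PEP final; imidazole pH7.2 buffer w/ 7 mM MgCl2, 50 mM KCl; 1 h RT; Kinase-Glo lum. Intermediate enzyme activity for dual inhibitor/activator qHTS.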
# Mito fusion yeast: blocks mitochondrial division or promotes mitochondrial fusion; S. cerevisiae fusion-defective mutant growth rescue, CellTiterGlo 48 h; Potency, µM (highest dose often 46.1 µM), inactives show at the highest dose growth rescue (activation), most hits filed as activators; 320,000 tested, 0.23% active; AID 485298;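 further: potency means the concentration at half of the fitted maximal effect; % of control where 0% means no effect; nearly all actives have a fitted effect of over 45% in size; temperature-sensitive fusion mutants such as fzo1-1 at 37 °C on non-fermentable ethanol glycerol medium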
#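 Yeast fusion mutant, YPEG (non-fermentable carbon), compound, 48 h at 37C non-permissive; CellTiterGlo added, 10 min RT, luminescence read. Rescued growth = division inhibition.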
# USP2a block: blocks human ubiquitin-specific protease USP2a; USP2 core, Ub-CHOP2 coupled fluorogenic reporter, 485/531; Potency, µM (top dose mostly 38.3 µM), for the others: top-dose activity change, negative = inhibition, most hits filed as inhibitors; 330,000 tested, 0.01% active; AID 463254;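 further: potency means the concentration at half of the fitted maximal effect; plate controls were DMSO wells for no effect and full inhibition by NEM control for full effect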
#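 Cell-free coupled assay: 10nM USP2 core preincubated 30min RT with compound in Tris-HCl pH 8.0/CaCl2/CHAPS buffer, then 25nM Ub-CHOP2 and 25nM reporter substrate; fluorescence (Ex 485/Em 531) read after 60min RT, normalized to NEM inhibition, concentration-response curves fitted.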
# S-ASM inh: human S-ASM enzyme inhibition. placental ASM, HMU-PC fluorogenic substrate, 60 min. Potency, µM (top dose mostly 57.5 µM), for the others: at the highest dose activity change, negative = inhibition, actives largely listed as inhibitors. 340,000 tested, 0.006% active. AID 504937; further: potency means the concentration at half of the fitted maximal effect
# Target sequence (P17405 47-631 limits assumed): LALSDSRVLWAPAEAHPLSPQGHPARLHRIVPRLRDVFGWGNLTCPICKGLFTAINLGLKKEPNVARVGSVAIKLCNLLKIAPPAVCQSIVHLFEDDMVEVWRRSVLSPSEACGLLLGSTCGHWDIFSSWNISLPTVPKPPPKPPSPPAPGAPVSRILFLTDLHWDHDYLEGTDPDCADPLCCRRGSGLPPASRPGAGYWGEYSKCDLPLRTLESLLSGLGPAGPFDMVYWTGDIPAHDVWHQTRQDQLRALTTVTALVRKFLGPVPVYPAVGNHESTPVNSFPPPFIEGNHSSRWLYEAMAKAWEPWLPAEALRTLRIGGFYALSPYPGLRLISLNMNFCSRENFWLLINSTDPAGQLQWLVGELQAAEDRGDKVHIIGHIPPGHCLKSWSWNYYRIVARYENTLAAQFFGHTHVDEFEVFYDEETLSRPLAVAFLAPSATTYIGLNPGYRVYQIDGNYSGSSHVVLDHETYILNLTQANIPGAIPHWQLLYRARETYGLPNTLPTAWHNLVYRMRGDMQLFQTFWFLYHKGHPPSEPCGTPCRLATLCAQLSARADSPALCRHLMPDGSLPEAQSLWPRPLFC
#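 Human placenta-derived ASM enzyme was preincubated with compound for 10 minutes at room temperature, then given fluorogenic substrate HMU-PC0 (9 uM final) for 60 minutes at 37 °C; a pH 10 stop preceded fluorescence reading at Ex 386/Em 447 nm.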
# MBNL1 CUG block: inhibitors of human MBNL1 binding to CUG repeat RNA | Potency, µM (doses to about 57.5 µM), inactives show top-dose activity change, negative = inhibition, actives largely listed as inhibitors | AID 2675 | Q9NR56 | 280,000 tested, 0.036% active | TR-FRET MBNL1-His/biotin-(CUG)12 binding, 665/545 ratio; active means well fitted inhibition curve with a large enough effect in the signal ratio, with a control signal flat, not every such curve was filed as active; inconclusive means small, poorly fitted or top-dose-only effect, or effect the other way, or a change in a side signal; inactive means no such curve, though single readings can be large or run the other way; the % refers to the signal ratio; further: potency means the concentration at half of the fitted maximal effect; on the % scale 0 is the no-effect control and ±100 the full control effect
# Target sequence (Q9NR56 whole entry, looked up): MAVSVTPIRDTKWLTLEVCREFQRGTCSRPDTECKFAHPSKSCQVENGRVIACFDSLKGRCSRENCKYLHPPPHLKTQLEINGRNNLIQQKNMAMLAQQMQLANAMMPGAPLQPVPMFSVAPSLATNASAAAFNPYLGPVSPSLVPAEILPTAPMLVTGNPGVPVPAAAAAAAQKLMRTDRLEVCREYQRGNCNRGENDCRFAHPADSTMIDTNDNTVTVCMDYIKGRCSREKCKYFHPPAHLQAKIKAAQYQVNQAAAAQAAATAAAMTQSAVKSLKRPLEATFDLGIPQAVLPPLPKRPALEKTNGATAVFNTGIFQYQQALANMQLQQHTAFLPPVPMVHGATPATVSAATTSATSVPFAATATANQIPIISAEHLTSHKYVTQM
#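 MBNL1-His + Biotin-(CUG)12, cpd titration 92 nM–58 uM; Tb anti-His Ab 0.055 ng/ul, SA-XL665 5 nM (final); 60 min RT; ratiometric 665/545 nm, Ex 340 nm; normalized to buffer and full-complex controls.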
# KCNH2 WT inh: inhibitors of human wildtype KCNH2 potassium channel; activity change, % at 1.84 µM; Q12809; 340,000 tested, 0.37% active; AID 720551; U2OS, BacMam KCNH2, thallium flux FluxOr; stronger effect = lower value;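 active means maximum activity change below -70%; inconclusive means maximum activity change between -70% and -50%; inactive means maximum activity change above -50%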; further: on the % scale 0 is the no-effect control and ±100 the full control effect
#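 U2OS cells transduced with wild-type KCNH2 virus are loaded with FluxOr dye for 45 min, and thallium flux is measured in kinetic reads before and after stimulation buffer. Rate constants are normalized to DMSO controls.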
# * = called active by the depositor; ? = inconclusive; · = no result given; & = joins results of further samples; [ ] = remark or other dose. Unless noted, the call rests on the fitted dose curve; in most records, active means well fitted curve in the direction sought with a large enough effect; inconclusive means small, poorly fitted or top-dose-only effect, or another doubt; inactive means no such curve, though single readings can be large; an effect the other way counts as inactive or inconclusive. Not all compounds are listed; rates above refer to the full screens.
SMILES,TSHR antag,Menin-MLL TR inh,Eya2 inh,Chronic BCR inh,GALK inh,PKM2 activator,Mito fusion yeast,USP2a block,S-ASM inh,MBNL1 CUG block,KCNH2 WT inh
COc1ccc(C)cc1N(CC(=O)NC1CCCC1)C(=O)Cn1nnc(-c2ccc(C)o2)n1,-8,-18%,-8%,-1%,0%,3%,10%,0%,2%,-8%,1
COc1cc(/C=N/NS(=O)(=O)c2ccc(Br)cc2)ccc1O,-9,4%,3%,-3%,-1%,-3%,-1%,-1%,-6%,3%,10
CCN(CC)CCSc1nnc2c3cc(C)ccc3n(Cc3ccccc3)c2n1,-3,·,?,?,-2%,0%,-1%,11%,0%,?,-20
Cn1c(SCC(=O)NCCNC(=O)CSc2nnc(C(F)(F)F)n2C)nnc1C(F)(F)F,-1,0%,2%,-10%,0%,-7%,-3%,2%,6%,5%,-15
Cc1cc(Cl)ccc1OCC(=O)NCC(=O)N/N=C/c1ccco1,6,5%,13%,?,13%,2%,-11%,-6%,0%,1%,-2
COc1ccc(-n2c(CSc3nc(C)cc(C)n3)nnc2SCC(=O)Nc2nccs2)cc1,1,?,7%,2%,5%,3%,4%,0%,2%,3%,-9
CN(c1ccccc1C(=O)Nc1cccc([N+](=O)[O-])c1)S(=O)(=O)c1ccccc1,7,42%[activator],-5%,-1%,-1%,1%,12%,0%,-1%,?,9
Cc1cc(C)c(C(=O)/C=C/c2cccc3ccccc23)c(=O)[nH]1,10,12%,-1%,?,-3%,1%,3%,3%,0%,·,1
COCCNC(=S)N1CCc2cc(OC)c(OC)cc2C1COc1cc(C)cc(C)c1 (stereo unspecified),16,-1%,-1%,0%,0%,-5%,5%,2%,-9%,·,1
CCN1CCCC1CNC(=O)C(=O)Nc1ccc(OC)cc1 (stereo unspecified),5,-7%,-12%,-19%,-1%,-12%,-5%,-1%,-1%,-16%,12
CCC1Oc2ccccc2N(CC(=O)NCCN2C(C)CCCC2C)C1=O (stereo unspecified),-3,-3%,-28%,-1%,-1%,10%,-1%,-2%,7%,-3%,33
COc1ccc(-c2nc(CS(=O)CC(=O)NC(C)CCc3ccccc3)c(C)o2)cc1OC (stereo unspecified),-3,-21%,-7%,-1%,13%,7%,-21%,0%,5%,-2%,-14
Cc1cc(=O)oc2cc(OS(C)(=O)=O)ccc12,1&7,3%,-24%&0%,?,-2%,-2%&-3%,-2%&-7%,-1%&0%,14%,?,4
Cc1ccccc1C(=O)Nc1ccccc1C(=O)N1CCC(C)CC1,-5,·,-14%,2%,1%,·,-7%,1%,0%,3%,-4
COc1cc(/C=N/NC(=O)c2ccc(N(C)S(=O)(=O)c3ccccc3)cc2)cc(OC)c1OC,-15,9%,8%,-5%,·,1%,-1%,1%,-8%,8%,-1
CCCCCSc1nc2c(cnn2-c2ccc(F)cc2)c(=O)[nH]1,-3,5%,-7%,2%,-3%,·,-1%,4%,-4%,-3%,9
O=C(Nc1ncc2c(n1)CC(c1ccco1)CC2=O)c1ccccc1 (stereo unspecified),-6,14%,-9%,?,-1%,5%,-3%,1%,0%,-1%,39
Cc1ccc(S(=O)(=O)Nc2nc3ccccc3nc2N2CCc3ccccc3C2)cc1,7,26%,2%,6%,2%,-13%,12%,-12%,85%[activator],6%,-24
COc1ccc(N2CCN(C(=O)NC34CC5CC(CC(C5)C3)C4)CC2)cc1,-1,-11%,-6%,?,1%,-4%,3%,-6%,-1%,4%,10
Cc1ccc(SCC(=O)c2cc(C)c(OC(=S)N(C)C)c(C)c2)cc1,-25,8%,-21%,4%,-1%,-2%,0%,3%,-8%,-7%,-16
O=C(O)C1CCN(S(=O)(=O)c2cccc3nonc23)CC1,-4,·,7%,-7%,5%,·,7%,-12%,4%,?,-11
COc1c2occc2c(OC(C)=O)c2c(=O)cc(C)oc12,-6,14%,-4%,0%,-1%,·,-4%,0%,2%,0%,7
Cn1nc(-c2ccc(Cl)cc2)c2cc(C(=O)NC3CC3)sc21,-2,2%[11.7 µM],-18%,-1%,0%,-23%,2%,-1%,-12%,3%,-2
CC(C)(C)OC(=O)C[C@@H]1C/C=C\C[C@@H](CC(=O)NCCO)C(=O)N[C@H](Cc2ccccc2)COC1=O,-6,·,2%,2%,·,·,·,2%,-5%,·,-1
N#CCC(=O)c1ccccc1Oc1ccc(Cl)cc1,-23,9%,13%,4%,7%,3%,4%,1%,4%,7%,·
CCOC(=O)c1c(C)[nH]c(C)c1C(=O)COC(=O)CCc1ccccc1,·,·,-23%,1%,·,·,·,0%,-1%,·,18
O=C1O/C(=C\c2ccccc2)c2ccccc21,22,26%,1%,?,-1%,-2%,-1%,6%,2%,36%[activator],-11
O=C1NC(CCc2ccccc2)C(=O)N1CCOc1cccc(Br)c1 (stereo unspecified),3,7%,-10%,-2%,4%,-11%,-13%,-17%,-4%,-8%,·
O=C(Nc1ccccc1N1CCN(C(=O)c2ccc(Cl)cc2)CC1)c1ccc2c(c1)OCO2,-11,0%,13%,20%,0%,6%,13µM*,-8%,-5%,18%,-48
Cc1ccc(S(=O)(=O)NC(=O)COc2ccc(Cl)cc2Cl)cc1,6,18%,-2%,-2%,7%,-1%[0.46 µM],-4%,0%,9%,-11%,-5
CCOc1ccccc1NC(=O)COC(=O)C12CC3CC(CC(O)(C3)C1)C2,-4,·,8%,-17%,·,·,5%,0%,-1%,·,-5
Cc1ccc(NC(=O)CN2C(=O)S/C(=C\c3cc(Cl)c(OCC(=O)O)c(Cl)c3)C2=O)cc1,6,-11%,2%,0%,-16%,29%,-4%,0%,?,1%,-7
Cc1noc(C)c1COc1ccc(C(=O)NCCOc2ccccc2)cc1,-29,·,14%,?,·,·,5%,1%,-5%,·,-13
Cc1ccc(S(=O)(=O)N(CC(=O)NCCC2=CCCCC2)Cc2ccccc2)cc1,-15,?,11%,15%,-4%,10%,-2%,4%,-3%,-12%,-22
Cc1cc(NC(=O)CN2C(=O)NC(C)(c3ccc(Cl)cc3Cl)C2=O)no1 (stereo unspecified),18,·,6%,-8%,·,·,·,-1%,-1%,·,-1
CCN1CCN(C(=O)c2ccc(N3CC4CC(C3)c3cccc(=O)n3C4)c(NC(=O)c3cc(OC)cc(OC)c3)c2)CC1 (stereo unspecified),-2,4%,2%,-4%,7%,·,3%,-1%,2%,-1%,-3
O=C(Cn1cnc2ccccc21)N/N=C/c1ccccn1,6,3%,-15%,-2%,0%,-3%,-1%,2%,3%,5%,10
O=C(NCc1ccc(F)cc1)C(c1ccco1)N(C(=O)c1csnn1)C1CC1 (stereo unspecified),2,-11%,-3%,10%,0%,-3%,0%,0%,2%,-4%,-16
NC(=O)c1cccnc1Sc1ccc(Cl)cc1,-5,4%,1%,?,3%,7%,0%,-1%,3%,-10%,-2
O=C(NC1CCCCC1)c1cc2nc(-c3ccco3)cc(C(F)(F)F)n2n1,2,0%,17%,-5%,-4%,-1%,21%,2%,309%[activator],9%,5
O=C(Nc1ccccc1C(=O)O)c1ccc(NC(=O)c2ccc(Br)o2)cc1,-29,?,11%,-3%,2%,-7%,2%,1%,-1%,-9%,-4
CCC(C)C(NC(=O)c1ccccc1NC(=O)c1ccco1)C(=O)NNC(=O)c1ccc(OC)cc1 (stereo unspecified),-9,-5%,11%,-4%,0%,-5%,-1%,-2%,-2%,-7%,1
O=C(Nc1ccccc1)C1=C[C@H](c2csc3ccccc23)C[C@H](OCCCCO)O1,6,15%,13%,?,0%,2%,-7%,2%,-10%,4%,9
Nc1ncc(Br)cc1S(=O)(=O)NCCC(=O)Nc1cccc(Cl)c1,-16,?,-6%,1%,0%,-2%,1%,0%,-6%,-1%,0

# Screening data deposited in PubChem BioAssay by National Center for Advancing Translational Sciences (NCATS).
